# Screening data deposited in PubChem BioAssay by National Center for Advancing Translational Sciences (NCATS).
# D1 PAM = Potentiators of Human D1 Dopamine Receptor: qHTS; D(1A) dopamine receptor (Homo sapiens), P21728; HEK293 TREx D1 cells, calcium flux, dopamine EC20 potentiation; AID 504651, 2011; actives 0.036% (n = 360,000); potentiation, % at 10 µM; in the data active = potentiation above about 30%; also: 0% is about no effect
# Target sequence (P21728 whole entry, looked up): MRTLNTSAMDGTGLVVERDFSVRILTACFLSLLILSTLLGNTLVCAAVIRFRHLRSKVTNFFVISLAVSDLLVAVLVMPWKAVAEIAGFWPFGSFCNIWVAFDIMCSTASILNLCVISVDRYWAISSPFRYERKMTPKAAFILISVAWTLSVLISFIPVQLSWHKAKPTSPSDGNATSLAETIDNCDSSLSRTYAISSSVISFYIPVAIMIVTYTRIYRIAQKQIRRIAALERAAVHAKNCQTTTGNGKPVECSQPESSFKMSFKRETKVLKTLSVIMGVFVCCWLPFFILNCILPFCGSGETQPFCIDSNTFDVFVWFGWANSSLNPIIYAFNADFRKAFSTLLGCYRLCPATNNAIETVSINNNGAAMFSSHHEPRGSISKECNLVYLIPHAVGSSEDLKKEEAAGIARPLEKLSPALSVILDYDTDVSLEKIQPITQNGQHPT
# D1 ag = Allosteric Agonists of the Human D1 Dopamine Receptor: qHTS | D(1A) dopamine receptor (Homo sapiens), P21728 | HEK293 T-REx D1 cells, calcium flux, agonist mode | activation, % at 2 µM | actives 1% (n = 360,000); also: 0% is about no effect
#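 Agonism was scored from calcium flux recorded over 180 s (1 read/s) after pintool compound addition, following a 10-cycle baseline. Cells were inducible force-coupled HEK293 TREx D1, plated overnight at 30 C and loaded with no-wash calcium dye.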
# RXFP1 antag = qHTS Assay for Antagonists of the Relaxin Receptor RXFP1 | Relaxin receptor 1 (Homo sapiens), Q9HBX9 | HEK293-RXFP1, relaxin-stimulated cAMP HTRF, 30 min; active compounds read low | activity change, negative = inhibition, % at 57.5 µM | actives 0.59% (n = 350,000);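 active = activity change of -60% or lower, but not beyond a set lower limit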; also: % is scaled to controls: 0 for no effect and ±100 for the full control effect
# TRHR ag = qHTS for Small Molecule Agonists and Allosteric Enhancers of Human TRH Receptor: Primary Screen for Agonists; actives 0.18% (n = 360,000); AID 493084, 2011; activation, % at 2 µM; TRHR cells, calcium flux fluo-8, FDSS agonist mode; Thyrotropin-releasing hormone receptor (Homo sapiens), P34981; also: 0% is about no effect
# Target sequence (P34981 whole entry, looked up): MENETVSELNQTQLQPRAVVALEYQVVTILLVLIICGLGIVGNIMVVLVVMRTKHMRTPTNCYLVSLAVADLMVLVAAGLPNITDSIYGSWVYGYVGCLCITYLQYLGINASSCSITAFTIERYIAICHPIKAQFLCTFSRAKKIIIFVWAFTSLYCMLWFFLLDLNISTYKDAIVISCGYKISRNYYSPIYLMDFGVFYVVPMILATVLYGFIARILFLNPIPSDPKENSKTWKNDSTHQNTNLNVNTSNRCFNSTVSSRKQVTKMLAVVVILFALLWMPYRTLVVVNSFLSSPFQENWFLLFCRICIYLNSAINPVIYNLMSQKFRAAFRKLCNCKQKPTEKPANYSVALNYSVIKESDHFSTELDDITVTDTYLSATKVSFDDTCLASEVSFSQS
#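 TRHR-expressing cells loaded with fluo-8 calcium dye; 23 nL library compound pin-transferred, kinetic FDSS fluorescence (Ex 480/Em 530) recorded about 180 s for agonist-induced calcium release, before a 10 nM TRH EC20 addition for potentiator mode.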
# D2 antagonist = HTS Assay for Allosteric Antagonists of the Human D2 Dopamine Receptor: Primary Screen for Antagonists; actives 2% (n = 340,000); HEK293 TREx D2 cells, calcium flux, dopamine EC80; inhibition, % at 10 µM; AID 485344, 2010; in the data active = inhibition above about 30%; also: 0% is about no effect
#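 Measurement of antagonist activity uses fluorescent calcium dye in inducible HEK293 T-REx D2 cells: 10 s baseline, compound addition with 180 s read, EC80 dopamine addition with a further 180 s read.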
# TRHR enhancer = qHTS for Small Molecule Agonists and Allosteric Enhancers of Human TRH Receptor: Primary Screen for Enhancers | TRHR cells, fluo-8 calcium fluorescence, EC20 TRH enhancement | enhancement, % at 2 µM | actives 0.66% (n = 360,000); in the data active = enhancement above about 30%; also: 0% is about no effect
#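 Enhancer read-out: after compound pinning and an initial kinetic agonist-mode read, an EC20 of TRH (10 nM final) was injected and fluo-8 calcium signal (Ex 480/Em 530) followed at 1 s/cycle for 100 cycles in TRHR-expressing cells.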
# D1 antag = Antagonist of Human D 1 Dopamine Receptor: qHTS; HEK293 TREx D1 cells, calcium flux, dopamine EC80; active compounds read low; activity change, negative = inhibition, % at 10 µM; actives 3.2% (n = 360,000); AID 504652, 2011; in the data active = activity change below about -30%; also: % is scaled to controls: 0 for no effect and ±100 for the full control effect
#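 Cells carrying a force-coupled, tetracycline-inducible human D1 receptor report calcium flux. Each well gets a 10 s baseline, compound with 180 s monitoring, then an EC80 dopamine stimulus with a second 180 s kinetic read.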
# D2 potentiator = HTS Assay for Positive Allosteric Modulators of the Human D2 Dopamine Receptor: Primary Screen for Potentiators | HEK293 T-REx D2, calcium flux, EC20 dopamine potentiation | potentiation, % at 10 µM | actives 0.34% (n = 340,000) | AID 485347, 2010;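 active = potentiation over 3 SD above the plate norm, cut at about 30% in these data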; also: 0% is about no effect
#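 Tetracycline-induced HEK293 T-REx cells force-coupled to calcium signalling expressed D2; compounds were pin-added after a 10 s baseline, read kinetically 180 s, then an EC20 dopamine challenge followed with a further 180 s calcium read.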
# D2 agonist = HTS Assay for Allosteric Agonists of the Human D2 Dopamine Receptor: Primary Screen for Agonists. HEK293 T-REx D2 cells, calcium flux agonist mode. activation, % at 2 µM. actives 0.53% (n = 340,000). AID 485358, 2010;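 active = activation over 3 SD above normal in the single-dose calcium agonist read, cut at about 30% in these data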; also: 0% is about no effect
#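 Tetracycline-induced HEK293 Trex cells with D2 receptor force-coupled to calcium signaling, plated overnight at 30 C and loaded with no-wash calcium dye. Calcium flux read kinetically for 180 s after compound addition; responses flag agonists.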
# * = called active by the depositor; nt = no result given. Rule as the data show it, unless noted: active = activation above about 30%; inactive = the rest. Compounds were not picked by outcome. Share with any hit: about 7.1%.
SMILES,D1 PAM,D1 ag,RXFP1 antag,TRHR ag,D2 antagonist,TRHR enhancer,D1 antag,D2 potentiator,D2 agonist
O=C(CN1CCC(C(=O)c2ccc(F)cc2)CC1)NCc1ccccc1F,-10,6,-1,-1.1,-4,1,-9,nt,-3.1
CCSc1nnc(C)c(=O)n1COC(=O)c1ccc(S(=O)(=O)N2CCCC2)cc1,-5,2,-7,-0.5,12,3,-2,3,-0.6
CN(C(=O)CSC(=O)c1ccccc1)c1ccccc1,-6,1,-2,0.4,0,6,1,-5,0.8
c1ccc(-c2nnc3sc(CN4CCC5(CC4)OCCO5)cn23)cc1,-7,2,2,1.2,5,4,-1,-1,0.5
CC1CCN(c2nc3c(N)ncnc3n2[C@@H]2O[C@H](CO)[C@@H](O)[C@H]2O)CC1,-5,1,2,-0.2,-6,-3,-4,5,-0.4
COc1cccc(-c2ccc(SCC(=O)NC3CCCC3)nn2)c1,-7,0,-6,-1.8,-2,1,-8,11,-1.0
COc1cc(/C=C/C(=O)OCC(=O)NC(=O)NC(C)C)cc(S(=O)(=O)N2CCc3ccccc32)c1OC,-7,5,-24,0.4,-8,8,3,-2,2.4
C=C(C)C1CC=C(C)/C(=N/NC(=O)c2ccc(NC(=O)CC)cc2)C1 (stereo not drawn),-3,-2,-2,-0.1,-16,-3,7,0,0.1
COc1ccc2c(Cl)c(C(=O)NC3CCS(=O)(=O)C3)sc2c1 (stereo not drawn),-2,2,-16,-0.2,-2,0,2,-3,1.1
C=CCNC(=S)Nc1sc2c(c1C(N)=O)CCCC2,-11,1,-23,0.0,-16,0,-3,9,0.4
O=C(NCc1cn(-c2ccccc2)nc1-c1ccccc1)c1cc([N+](=O)[O-])cc([N+](=O)[O-])c1,3,4,-3,0.4,12,-3,-6,-3,0.2
O=C(Cn1cc(S(=O)(=O)Cc2ccccc2Cl)c2ccccc21)Nc1ccc(F)cc1F,0,5,-26,1.3,nt,-3,1,1,1.5
CCOc1cccc(-c2nnc3sc(-c4cc(OC)c(OC)cc4OC)nn23)c1,-5,5,nt,0.4,-8,-7,35,-9,-0.3
O=C(CNCCO)N1CCc2ccccc21,-4,-1,-4,-0.4,-17,1,3,1,0.3
COc1ccc(C2CC(C)=C(C#N)S(=O)(=O)C2C#N)cc1 (stereo not drawn),1,5,-3,2.4,-2,1,-8,-4,1.3
CCCCOc1ccc(NC(=O)C2CC=CCC2C(=O)O)cc1 (stereo not drawn),-5,1,-11,1.1,-22,-1,-21,5,1.1
O=C(NCCc1ccccc1)C1CCN(C(=O)Nc2ccccc2)CC1,-1,2,-16,0.3,-20,5,1,-8,0.4
CN(C)C(=O)CCCc1nc(-c2ccc(Cl)cc2)no1,-2,15,-2,0.4,-18,2,-2,7,-0.1
CCN(CC(=O)Nc1c(F)cccc1F)C(=O)/C=C/c1ccc(S(=O)(=O)N2CCCCCC2)cc1,0,5,-10,-1.1,nt,20,0,4,nt
CC(=O)Nc1ccc(-c2ccccc2)s1,-3,3,-4,-1.0,-20,-1,4,4,0.4

# Entries shown so far with an aryl thioether with sulfur outside any ring (two):
SMILES,D1 PAM,D1 ag,RXFP1 antag,TRHR ag,D2 antagonist,TRHR enhancer,D1 antag,D2 potentiator,D2 agonist
CCSc1nnc(C)c(=O)n1COC(=O)c1ccc(S(=O)(=O)N2CCCC2)cc1,-5,2,-7,-0.5,12,3,-2,3,-0.6
COc1cccc(-c2ccc(SCC(=O)NC3CCCC3)nn2)c1,-7,0,-6,-1.8,-2,1,-8,11,-1.0

# Only TRHR enhancer and D2 agonist, for some of the entries so far:
smiles,TRHR enhancer,D2 agonist
c1ccc(-c2nnc3sc(CN4CCC5(CC4)OCCO5)cn23)cc1,4,0.5
CC1CCN(c2nc3c(N)ncnc3n2[C@@H]2O[C@H](CO)[C@@H](O)[C@H]2O)CC1,-3,-0.4
COc1cccc(-c2ccc(SCC(=O)NC3CCCC3)nn2)c1,1,-1.0

# Continuation:
SMILES,D1 PAM,D1 ag,RXFP1 antag,TRHR ag,D2 antagonist,TRHR enhancer,D1 antag,D2 potentiator,D2 agonist
COC(=O)C1=C(C)N(C)C(=O)NC1c1c(O)ccc2ccccc12 (stereo not drawn),-3,-1,-6,0.3,2,-3,0,0,0.3
O=C(O)CCC(=O)N1CCN(c2ncccc2C(F)(F)F)CC1,-2,0,-5,1.1,29,0,-17,-23,0.2
Cc1ccccc1C(=O)Nc1nc(-c2nnn(-c3ccc(C(C)C)cc3)c2C)ns1,-3,5,nt,1.1,nt,-2,-27,-1,0.8
Cc1ccc(NC(=O)c2noc3c2CC(C(C)(C)C)CC3)cc1 (stereo not drawn),-4,5,3,0.6,-1,3,-11,5,-1.0
COc1ccc(Nc2nc3ccccc3c3nnc(C)n23)cc1Cl,0,0,-6,-0.6,nt,-3,2,27,-1.4
O=C(NNC(=O)C1CC=CCC1)c1ccccc1Cl (stereo not drawn),-1,6,5,0.7,4,11,-3,-3,0.2
Cc1csc(SC(C)C(=O)Nc2ccc(S(=O)(=O)N3CCCC3)cc2)n1 (stereo not drawn),-8,5,1,-0.7,3,4,-40*,-4,0.3
COCCCNC(=S)NCCNc1nc2cc(C)c(C)cc2cc1C#N,-2,0,-11,0.6,-6,2,-23,-4,-0.6
Cc1ccc(Cl)cc1NC(=O)c1cnc(N2CCCCC2)c2ccccc12,-4,1,-14,0.6,nt,3,-1,-3,0.2
Cc1ccc(-c2cnc3ccccc3n2)cc1C,3,2,7,1.0,nt,-4,-15,nt,nt
CCOc1ccc(N2C(=O)CC(NCCNc3ccc(C(=O)c4cccs4)cc3)C2=O)cc1 (stereo not drawn),0,2,5,0.0,0,-3,12,-4,0.1
CCCCCc1nc2c(c(=O)c3ccccc3n2C)c(=O)n1Cc1ccc(OC)cc1,-1,2,-9,-0.1,-3,4,12,29,0.6
O=C(Nc1ccc(Cl)cc1C(F)(F)F)c1cc(S(=O)(=O)N2CCOCC2)ccc1F,-2,-3,-11,0.1,nt,10,4,15,-0.6
COc1cc(OC)cc(-c2c(C#Cc3ccsc3)c3cc(Br)ccc3n2C)c1,-2,2,nt,0.4,1,-1,nt,-10,0.8
CSc1nc(C)cc(C)c1C#N,-6,3,-1,0.1,-8,3,-11,-13,-0.1
COC(=O)c1cc(S(=O)(=O)NCc2cccc(Br)c2)c[nH]1,0,5,0,0.0,-8,4,-3,5,1.1
CCOC(=O)N1CCN(Cc2nc3cc([N+](=O)[O-])ccc3n2C(C)C)CC1,1,7,-10,-0.4,nt,-4,-13,5,-0.3
COc1ccc(Cn2c(O)c(C=Nc3ccccc3C(=O)O)c3ccccc3c2=O)cc1,0,1,-26,-0.6,32*,-3,-18,4,-0.5
CCCCNC(=S)Nc1ccc2cn[nH]c2c1,-10,0,1,0.6,14,2,-1,12,0.1
O=C(c1cc(N2C(=O)C3C4CCC(C4)C3C2=O)ccc1Cl)N1CCN(c2ccccc2F)CC1 (stereo not drawn),1,3,1,-0.5,22,-3,0,3,4.4

# Ordered by molar mass (high to low): part of the list above
SMILES,D1 PAM,D1 ag,RXFP1 antag,TRHR ag,D2 antagonist,TRHR enhancer,D1 antag,D2 potentiator,D2 agonist
COc1ccc(Nc2nc3ccccc3c3nnc(C)n23)cc1Cl,0,0,-6,-0.6,nt,-3,2,27,-1.4
O=C(O)CCC(=O)N1CCN(c2ncccc2C(F)(F)F)CC1,-2,0,-5,1.1,29,0,-17,-23,0.2
COC(=O)C1=C(C)N(C)C(=O)NC1c1c(O)ccc2ccccc12 (stereo not drawn),-3,-1,-6,0.3,2,-3,0,0,0.3

# Remaining list, next part
SMILES,D1 PAM,D1 ag,RXFP1 antag,TRHR ag,D2 antagonist,TRHR enhancer,D1 antag,D2 potentiator,D2 agonist
Cn1c(SCCCC(=O)c2ccccc2)nnc1-c1ccncc1,-2,0,-10,0.1,-24,5,-10,8,-0.6
Cn1c(O)c(/C=C2\C=NN=C2c2ccccc2)sc1=S,-7,3,5,0.3,12,-1,-35*,8,0.0
O=C(NC(=S)Nc1ccc(CN2CCOCC2)cc1)c1ccc2c(c1)OCCO2,-1,6,-22,0.5,-3,1,-13,2,-0.4
CN(NS(=O)(=O)c1ccc(Cl)cc1)c1ncc(C(F)(F)F)cc1Cl,0,0,-18,-0.8,6,-7,-9,1,-0.2
COc1ccc(C(=O)CSc2nc(N)nc(SC)c2C#N)cc1,5,7,-7,0.3,-11,27,22,-8,-1.5
O=C(NCc1ccccc1)c1ccc(OCC2CCCO2)cc1 (stereo not drawn),3,3,3,0.2,-5,-3,1,-3,-0.2
O=C1NC2(CCCCC2)N=C1c1ccc(F)cc1,-7,0,-29,0.3,-9,-2,1,-7,-0.9
O=C(O)CSc1ccccc1C(=O)O,-5,1,-2,0.3,-1,2,9,-4,0.1
Cc1cccc(NC(=O)C[n+]2cccc(C)c2)c1,5,3,11,0.2,6,3,12,-4,1.2
Cc1nn(Cc2cccc(C(N)=O)c2)c(C)c1Br,-2,6,4,0.2,7,-5,-28,5,0.7
CC(C)c1ccccc1NC(=O)c1ccc2ncsc2c1,nt,2,5,-0.2,nt,-2,12,0,nt
O=C(NCc1ccccc1)C1CCN(C(=O)c2cnn(-c3ccccc3)c2-n2cccc2)CC1,-2,-1,2,0.5,nt,0,-13,0,0.1
CCCn1c(SCC(=O)NNC(=O)c2ccccc2)nnc1-c1cccnc1,-9,0,9,-1.7,32*,1,-2,4,-1.5
CCOC(=O)Cc1csc(N/N=C/c2ccc(Cl)cc2)n1,-1,2,4,-0.1,-4,1,8,0,0.4
Cc1onc(-c2c(F)cccc2Cl)c1C(=O)Nc1cccc(S(=O)(=O)NCc2ccco2)c1,-2,3,-5,0.2,-2,8,0,3,0.0
COc1cc(C2CC(=O)Nc3c2c(C)nn3-c2nncc(-c3ccc(C)cc3)n2)cc(OC)c1OC (stereo not drawn),-3,-2,-10,-0.7,nt,4,-4,-10,-0.4
Cc1ccc2scc(N3CCN(c4cccc(C(F)(F)F)c4)CC3)c(=O)c2c1,-5,9,-5,1.7,nt,9,-3,-24,-1.4
CCOc1ccc(-c2oc3ccc(C)cc3c(=O)c2O)cc1,-3,37*,0,3.7,nt,-10,-10,3,3.6
CC(Oc1cccc(Cl)c1)C(=O)Nc1cc(=O)n(C)c(=O)n1C (stereo not drawn),-3,5,-6,-0.1,8,-3,-5,2,-1.9
COc1ccc(CNC(=O)NC2CCCCC2)cc1,1,0,-11,0.0,-2,0,-5,0,-0.4
CCOC(=O)C1(N(CC)CC)Sc2cc(C)ccc2NC1=O (stereo not drawn),-8,4,-14,2.1,-16,4,3,5,0.6
CCOc1ccc(CCNC(=O)COC(=O)/C=C/c2ccc(C)o2)cc1OCC,-3,-1,-3,0.3,1,-3,3,24,-0.2
